Bioassay records from PubChem BioAssay.
RMI-FANCM inh: RMI-FANCM interaction inhibition. FP signal (polarization) at 33 µM. hit rate 0.58% among 70,000. AID 1159607. Fluorescence polarization, RMI core complex with F-MM2 peptide; active compounds read low; in the data active = FP signal below about 40; also: inactives centre near 61; strong numbers were not always called active; unit not given here
Numbers without * were called inactive; & = joins results of further samples. These rows are one share of the data, so the mix of outcomes need not match the whole.

RMI-FANCM inh,SMILES
62,O=C(Nc1nnc(C2=COCCO2)o1)c1ccc(S(=O)(=O)N2CCCc3ccccc32)cc1
65,CS(=O)(=O)N1CCCC(C(=O)Nc2nc3cc4c(cc3s2)OCCO4)C1 (stereo unspecified)
65,CC(C)CS(=O)(=O)Nc1ccc2c(c1)C(=O)N(C)CCO2
66,COc1ccccc1OCC(=O)NCc1ccsc1
62,CCc1ccc2ncc(C#N)c(Nc3ccc(OC)cc3)c2c1
51,CC(C)N1CCS(=O)(=O)CC1
77&77,CNCC[C@H](Oc1cccc2ccccc12)c1cccs1
49,O=C(NNC(=O)c1cccc2ccccc12)c1cncc(-c2cccs2)c1
54,CSCc1c(C)noc1-c1cc(C)on1
50,CSc1cccc(NC(=O)C(=O)N2CCN(c3ccccc3F)CC2)c1
121,Cc1ccc(NC(=O)Cn2c(C)nc3c(sc4cccc(F)c43)c2=O)c(Cl)c1
62,O=C(NCc1ccc(F)cc1)N1CCCC(c2nnc(Cc3ccc(F)cc3)o2)C1 (stereo unspecified)
60,O=C(NCc1ccc(F)cc1)C(=O)NCC1OCCN1C(=O)c1ccc(Cl)cc1 (stereo unspecified)
78,Cc1ccc2c(c1)sc(=NC(=O)c1ccc([N+](=O)[O-])s1)n2C
55,Cc1cc(C)nc(N/C=C(\C#N)C(=O)c2cccc(CSc3ccccc3)c2)n1
48,Cc1c(C#N)c(Sc2ccccc2NC(=O)Nc2cc(Cl)cc(Cl)c2)nc2ccccc12
59,Cc1c(C(=O)C(=O)Nc2ccccc2C(N)=O)c2ccccc2n1C
62,Cc1ccc(N2CCN(S(=O)(=O)c3ccc(Br)cc3Br)CC2)cc1C
63,CC(C)(C)c1cc(Br)ccc1OCC(=O)O
56,OC(CN1CCN(c2c(Cl)cncc2Cl)CC1)C(F)(F)F (stereo unspecified)
62,CCOc1ccc(NC(=O)c2ccoc2COc2ccc(C)cc2)cc1
64,COc1ccc(OC)c(Nc2nc(CC(=O)NCc3ccc4c(c3)OCO4)cs2)c1
59,CCOc1ccc2nc(N3C(=O)C(O)=C(C(=O)c4cc5ccccc5o4)C3c3ccc(N(C)C)cc3)sc2c1 (stereo unspecified)
53,Cc1ccc(C)c(S(=O)(=O)NC2CCS(=O)(=O)C2)c1 (stereo unspecified)
59,COc1ccc(F)cc1S(=O)(=O)NCCOc1cccc(C(F)(F)F)c1
58,O=C(NCCc1csc(-c2ccccc2)n1)c1ccc(C(F)(F)F)cc1
59,O=S(=O)(c1ccc2c(c1)CCN2S(=O)(=O)c1ccccc1)N1CCOCC1
67,NS(=O)(=O)c1ccc(NC(=O)c2ccc([N+](=O)[O-])cc2)cc1
64,CCOC(=O)C/C(N)=C(\C#N)C(=O)OCC
58,CN(C)c1ccc(C2C(=O)C(c3ccc(N(C)C)cc3O)C2=O)c(O)c1 (stereo unspecified)
59,Cc1ccc(S(=O)(=O)N2CCOC(CN3Cc4ccccc4-c4ccccc43)C2)cc1 (stereo unspecified)
62,Oc1ccccc1C(=S)N1CCN(C(=S)c2ccccc2O)CC1
61,COc1ccc(C2=NN(C(=O)CSc3ccc(Cl)cc3)C(c3ccc(OC)cc3)C2)cc1 (stereo unspecified)
58,Cc1ccc(C(=O)N2CCN=C2SCc2cccnc2)cc1
56,CCN1C(=O)C(C)(C)COc2ccc(NS(=O)(=O)c3cc(C)c(C)cc3OC)cc21
62,Cc1cc(C)c(C(=O)NCCc2ccccc2)c(C)c1
68,COc1ccc(CC(=O)NCCCn2nc(-c3ccco3)ccc2=O)cc1
54,CCOC(=O)C1=C(C)NC(=S)NC1c1cccc(O)c1 (stereo unspecified)
57,COc1ccc(C(=O)C(C)OC(=O)C(C)N2C(=O)c3ccccc3C2=O)cc1 (stereo unspecified)
137,CC1(C)CC(=O)c2c(nc3sc(C(=O)Nc4ccccc4F)c(N)c3c2-c2ccccc2)C1
54,O=[N+]([O-])/C=C/c1c(-c2ccc3ccccc3c2)[nH]c2ccccc12
68,O=C(Cn1cnc(-c2ccc(F)cc2)cc1=O)NCc1ccccn1
57,Cc1ccc(SCCCNC(=O)Nc2cc(C)on2)cc1
69,CNC(=O)c1ccsc1NC(=O)Cc1ccccc1
53,CC(=O)c1ccc(C(=O)N(Cc2cccnc2)c2nc3cc(C)cc(C)c3s2)cc1
66,CC(=O)O[C@@H]1C=C[C@@]2(C)C(C[C@@H](OC(C)=O)[C@@]3(C)C4=CC(=O)O[C@@H](c5ccoc5)[C@]4(C)CCC23)C1(C)C (stereo partly specified)
52,COc1cccc2cc(-c3nnc(NC(=O)c4ccc(Cl)s4)o3)oc12
55,Cc1onc(-c2c(Cl)cccc2Cl)c1C(=O)NN1C2CSC1CS2
60,O=C(NCCOc1cc(N2CCCCC2)ncn1)C1CC1
60,Cn1c(=O)c2c(nc(N3CCC(Cc4ccccc4)CC3)n2CCSc2nc3ccccc3s2)n(C)c1=O
66,CCOc1ccc2nc(NC(C)=O)sc2c1
55,O=S1(=O)CCC(S(=O)(=O)Nc2c(F)c(F)c(F)c(F)c2F)C1 (stereo unspecified)
69,CCOc1ccc(-c2nc(SCC(=O)NCC3CCCO3)c3c(=O)n(C)c(=O)n(C)c3n2)cc1 (stereo unspecified)
62,Cc1cccc(NC(=O)NCCn2ncccc2=O)c1C
58,COc1cc(C)c2c(c1)C=CC1C2CCC2(C)C(O)CCC12 (stereo unspecified)
67,O=C(NCCn1nc(-c2cccnc2)ccc1=O)c1ccco1
62,NS(=O)(=O)c1ccc(O)c([N+](=O)[O-])c1
59,Cc1c(/C=C/C(=O)Nc2ccc(F)cc2)sc2ccccc12
88,CCOc1ccc(NC2SC(=O)N(c3ccc(F)cc3)C2=O)cc1 (stereo unspecified)
61,CCCCOc1ccc(C(=O)Nc2nnc(-c3ccc(F)cc3)o2)cc1

Next part:
RMI-FANCM inh,SMILES
55,CC(=O)NC12CC3CC(C1)CC(O[N+](=O)[O-])(C3)C2
59,Cc1cc(N=CN(C)C)on1
52,CCCOc1cc2oc(=O)cc(C)c2cc1Cl
67,O=C(O)CCc1cccc(Oc2ccc(F)cc2)c1
49,CN(C)c1cccc2c1c(NC(=O)c1cc(Cl)sc1Cl)nn2C
62,CCOC(=O)c1c(N)sc2c1CCN(CC)C2
54,Cc1nnc(SCCCn2c(Br)nc3c2c(=O)[nH]c(=O)n3C)s1
57,Cc1cc(NC(=O)Cn2cnc3c(cnn3-c3cccc(C)c3C)c2=O)no1
56,O=c1c2ccccc2c(=O)n2n1CC=CC2
61,COc1ccc(S(=O)(=O)Nc2ccc3c(c2)OCO3)cc1[N+](=O)[O-]
71,C/C(Cl)=C/Cn1c(SCC(=O)c2ccc(Br)cc2)nc2c1c(=O)[nH]c(=O)n2C
67,COCC(C)NC(=O)c1cc(-c2cccs2)nc2c1c(C)nn2C1CCS(=O)(=O)C1 (stereo unspecified)
59,O=C(CSc1nc2ccccc2[nH]1)c1ccc(Br)cc1
75,Cc1sc2ncnc(SCC(=O)c3ccc(-c4ccccc4)cc3)c2c1C
1*,COc1ccc(S(=O)(=O)NCc2ccco2)cc1C(=O)O
72,COc1ccc(-c2noc(CSc3nc4ccccc4c(=O)n3Cc3cccs3)n2)cc1OC
52,COC(=O)c1cc(OC)c(OC)c(OC)c1NC(=O)c1cccc(F)c1
63,Cc1ccc(NC(=O)c2n[nH]nc2Nc2cccc(F)c2)cc1Cl
59,CC(C)c1cc(C(=O)N2CCc3ccccc3C2)nn1-c1nc2ccccc2s1
62,Fc1ccc(CCc2ccc(F)cc2)cc1
57,CC(=O)c1cccc(NS(=O)(=O)c2cccc(F)c2)c1
48,N/C(=N/OC(=O)c1ccc2ncsc2c1)c1ccc(Cl)cc1Cl
61,CCOC(=O)c1[nH]c2ccccc2c1NC(=O)c1cccs1
59,CCOc1ccccc1NC(=O)c1ccc(=O)n(Cc2cccc(F)c2)n1
40,N#C/C(=C\NN1CCCCC1)S(=O)(=O)c1ccc(Cl)cc1
67,CC(C)C(=O)Nc1ccc(S(=O)(=O)NCc2ccsc2)cc1
53,O=C(Nc1ccc(OC(F)(F)F)cc1)C(=O)Nc1ccccc1[N+](=O)[O-]
72,COc1cc(C(=O)Nc2ccc(N3CCCC3=O)cc2)cc(OC)c1OC
56,Cc1onc(-c2ccccc2Cl)c1C(=O)Nn1cnc2c(cnn2C(C)(C)C)c1=O
52,COc1ccc(OCC(O)CNc2ccc(C)cc2)cc1 (stereo unspecified)
73,CCN(CC)C(=O)CSc1nc2c(-c3ccccc3)c[nH]c2c(=O)n1Cc1cccc(OC)c1
59,O=C(CSc1nc(CC(=O)NC2CC2)cc(=O)[nH]1)Nc1ccc(OC(F)(F)F)cc1
64,O=C(COc1ccc(F)cc1)NCCN1CCN(c2ccc(F)cc2)CC1
62,O=C(CN1CCN(Cc2nc(-c3ccco3)cs2)CC1)Nc1cccc(Cl)c1
57,O=C(CN1C(=O)c2ccccc2S1(=O)=O)Nc1ncc([N+](=O)[O-])s1
54,CCOC(=O)c1sc(-n2cccc2)nc1C
48,CN1C2CCC1CC(NC(=O)c1ccc([N+](=O)[O-])cc1)C2 (stereo unspecified)
94,Cc1ccc(-c2ccc(=O)n(Cc3nc(-c4cccc(Br)c4)no3)n2)cc1
48,O=C(NC(=S)Nc1ccccc1-c1ccccc1NC(=S)NC(=O)c1ccccc1)c1ccccc1
67,CC1CSc2n(-c3cccc(C(F)(F)F)c3)cc(-c3ccccc3)[n+]21 (stereo unspecified)
55,CCC(C#N)(c1ccccc1)c1ccc([N+](=O)[O-])cc1 (stereo unspecified)
63,O=C(NCCn1ncccc1=O)c1cc2ccccc2oc1=O
53,CNC(=S)NNC(=O)c1ccsc1
73,Cc1cc(C)c(C)c(S(=O)(=O)NCC(=O)NCc2ccco2)c1C
65,CCN1C(=O)C(C)(C)COc2ccc(NS(=O)(=O)c3ccc(C)s3)cc21
81,CCN(CC)CCN(C(=O)c1ccc2c(c1)CCCC2)c1nc2ccc(OC)cc2s1
63,O=C1CCCC(=O)N1CCS(=O)(=O)N1CCN(c2ccccc2F)CC1
58,CCCCC1(CN2CCN(Cc3ccccc3)CC2)C(=O)N(c2ccccc2)N(c2ccccc2)C1=O
62,Cc1cc(C)cc(N2C(=O)C3N=NN(c4ccc(Br)cc4)C3C2=O)c1 (stereo unspecified)
62,O=C(O)c1cc2ccccc2o1
58,Cc1nn(S(=O)(=O)c2ccccc2)c(C)c1Oc1ccc(Cl)cc1
51,CCC(C)c1cc(N)nc2nc3ccccc3n12 (stereo unspecified)
61,CC(C)(C)SCC(O)Cn1c2ccc(Cl)cc2c2cc(Cl)ccc21 (stereo unspecified)
56,N/C(=N/OC(=O)N1CCOCC1)c1ccncc1
63,COc1cccc2cc(-c3nnc(NC(=O)C4CCCN(S(C)(=O)=O)C4)o3)oc12 (stereo unspecified)
53,Cc1cc(C)n(NC(=S)NC2CC3C=CC2C3)c(=O)c1C#N (stereo unspecified)
60,Cc1csc(NC(=O)CSc2nnc3ccc(-c4cccc([N+](=O)[O-])c4)nn23)n1
70,COC(=O)N1CCc2c(sc(NC(=O)c3ccccc3)c2-c2nc3ccccc3s2)C1
56,CSc1ccccc1NC(=O)C(=O)NCC1CCCO1 (stereo unspecified)
76,Cn1c(=NC(=O)c2ccc(C#N)cc2)sc2cc3c(cc21)OCCO3

Later entries:
RMI-FANCM inh,SMILES
63,O=S(=O)(NCCN1CCN(c2ccc(F)cc2)CC1)c1ccc(Cl)s1
64,COc1ccc(CCNC(=O)CSc2ccc(NC(C)=O)nn2)cc1
43,O=C(NCC1COc2ccccc2O1)Nc1ccc(Cl)cc1 (stereo unspecified)
55,Nc1nc(CN2C(=O)c3ccccc3C2=O)cs1
61,CCOC(=O)c1ccsc1NC(=O)/C=C\C(=O)O
62,CCOc1ccc(S(=O)(=O)NC(=O)c2ccccc2)cc1
53,COc1ccc(SCCC(=O)Nc2nnc(-c3cccs3)o2)cc1
45,COc1ccc(Oc2ccc(C(F)(F)F)cc2NC(=O)Nc2csc3ccccc23)cc1
55,Cn1ncc2c(NN3C(=O)CCC3=O)ncnc21
55,Cn1nc(-c2ccccn2)sc1=S
65,CC(C)N1CCC(CNC(=O)COc2ccc(F)cc2)CC1
55,CC(=O)C(N=Nc1ccc(F)cc1)=C(C)O
63,CC1CN(c2ccc(S(N)(=O)=O)cc2[N+](=O)[O-])CC(C)O1 (stereo unspecified)

23 successive entries from above:
RMI-FANCM inh,SMILES
58,Cc1nn(S(=O)(=O)c2ccccc2)c(C)c1Oc1ccc(Cl)cc1
51,CCC(C)c1cc(N)nc2nc3ccccc3n12 (stereo unspecified)
61,CC(C)(C)SCC(O)Cn1c2ccc(Cl)cc2c2cc(Cl)ccc21 (stereo unspecified)
56,N/C(=N/OC(=O)N1CCOCC1)c1ccncc1
63,COc1cccc2cc(-c3nnc(NC(=O)C4CCCN(S(C)(=O)=O)C4)o3)oc12 (stereo unspecified)
53,Cc1cc(C)n(NC(=S)NC2CC3C=CC2C3)c(=O)c1C#N (stereo unspecified)
60,Cc1csc(NC(=O)CSc2nnc3ccc(-c4cccc([N+](=O)[O-])c4)nn23)n1
70,COC(=O)N1CCc2c(sc(NC(=O)c3ccccc3)c2-c2nc3ccccc3s2)C1
56,CSc1ccccc1NC(=O)C(=O)NCC1CCCO1 (stereo unspecified)
76,Cn1c(=NC(=O)c2ccc(C#N)cc2)sc2cc3c(cc21)OCCO3
63,O=S(=O)(NCCN1CCN(c2ccc(F)cc2)CC1)c1ccc(Cl)s1
64,COc1ccc(CCNC(=O)CSc2ccc(NC(C)=O)nn2)cc1
43,O=C(NCC1COc2ccccc2O1)Nc1ccc(Cl)cc1 (stereo unspecified)
55,Nc1nc(CN2C(=O)c3ccccc3C2=O)cs1
61,CCOC(=O)c1ccsc1NC(=O)/C=C\C(=O)O
62,CCOc1ccc(S(=O)(=O)NC(=O)c2ccccc2)cc1
53,COc1ccc(SCCC(=O)Nc2nnc(-c3cccs3)o2)cc1
45,COc1ccc(Oc2ccc(C(F)(F)F)cc2NC(=O)Nc2csc3ccccc23)cc1
55,Cn1ncc2c(NN3C(=O)CCC3=O)ncnc21
55,Cn1nc(-c2ccccn2)sc1=S
65,CC(C)N1CCC(CNC(=O)COc2ccc(F)cc2)CC1
55,CC(=O)C(N=Nc1ccc(F)cc1)=C(C)O
63,CC1CN(c2ccc(S(N)(=O)=O)cc2[N+](=O)[O-])CC(C)O1 (stereo unspecified)
